CHT PAM: CHT positive allosteric modulators, primary screen, cell-based, membrane potential dye, choline EC20. AID 488977, 2010. 0.49% of 310,000 active. B-score at 10 µM. CHT-expressing cells; stronger effect = higher value; LV-AA mutant CHT in HEK293 cells. High affinity choline transporter 1 (Homo sapiens), Q9GZV3;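 active = initial fluorescence not abnormally high and integrated response B-score, plate-corrected, over 3 SD above library mean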
Target sequence (Q9GZV3 whole entry, looked up): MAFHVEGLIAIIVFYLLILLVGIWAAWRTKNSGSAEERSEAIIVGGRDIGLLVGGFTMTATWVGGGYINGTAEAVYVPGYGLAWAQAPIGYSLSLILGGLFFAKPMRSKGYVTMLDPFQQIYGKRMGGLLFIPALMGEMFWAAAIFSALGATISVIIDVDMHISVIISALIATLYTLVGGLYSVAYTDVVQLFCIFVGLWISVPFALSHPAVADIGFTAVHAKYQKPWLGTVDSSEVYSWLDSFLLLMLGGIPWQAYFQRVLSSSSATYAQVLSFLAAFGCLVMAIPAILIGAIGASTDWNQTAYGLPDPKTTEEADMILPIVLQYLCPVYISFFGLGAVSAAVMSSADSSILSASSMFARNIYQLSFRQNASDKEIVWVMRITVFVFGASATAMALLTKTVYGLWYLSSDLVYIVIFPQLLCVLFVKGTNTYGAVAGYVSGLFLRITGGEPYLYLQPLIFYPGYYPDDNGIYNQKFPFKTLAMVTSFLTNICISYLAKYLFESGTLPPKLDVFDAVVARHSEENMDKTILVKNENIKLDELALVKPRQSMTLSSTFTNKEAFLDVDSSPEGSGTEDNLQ
OX1R antag: OX1R (HCRTR1) antagonists, primary screen, fluorescence, CHO/OX1R cells, Fluo-8 calcium, orexin A; 0.43% of 330,000 active; inhibition, % at 5 µM; AID 434989, 2010; Orexin/Hypocretin receptor type 1 (Homo sapiens), O43613; Fluo-8 calcium fluorescence;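 active = inhibition above its plate's threshold, mean inhibition of all tested compounds on the plate plus 3 SD, cut at about 37% in these data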;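 also: 0% = orexin A challenge wells and 100% = SB-334867-A antagonist wells; not every result past the cut was called active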
Target sequence (O43613 whole entry, looked up): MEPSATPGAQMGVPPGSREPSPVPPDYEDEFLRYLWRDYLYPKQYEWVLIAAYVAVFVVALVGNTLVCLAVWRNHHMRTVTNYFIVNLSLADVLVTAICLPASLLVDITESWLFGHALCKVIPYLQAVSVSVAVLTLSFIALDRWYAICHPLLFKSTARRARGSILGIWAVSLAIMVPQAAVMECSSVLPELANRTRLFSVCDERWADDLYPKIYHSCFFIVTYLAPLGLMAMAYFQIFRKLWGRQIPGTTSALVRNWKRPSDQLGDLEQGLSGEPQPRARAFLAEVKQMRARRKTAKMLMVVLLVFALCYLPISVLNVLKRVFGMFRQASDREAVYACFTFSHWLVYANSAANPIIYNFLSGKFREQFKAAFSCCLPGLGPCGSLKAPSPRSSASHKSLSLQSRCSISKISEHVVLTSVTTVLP
Starred values were filed as active, the others as inactive; i = inactive; . = not tested or not shown; & = joins results of further samples.

SMILES	CHT PAM	OX1R antag
COc1c(OC(C)=O)ccc(/C=C/c2ccc3ccccc3n2)c1[N+](=O)[O-]	i	2
COc1ccc(C(C)=O)cc1CSCc1cc(C(C)=O)ccc1OC	i	-11
O=C(NCCCn1ccnc1)c1csc2ccccc12	i	-15
CC1CN(C(=O)CN2C(=O)NC(C)(c3ccccc3)C2=O)CC(C)O1 (configuration not stated)	i	-23
C=CCOC(=O)C(C#N)c1nc2ccccc2nc1N1CCN(Cc2ccccc2)CC1 (configuration not stated)	i	-23
O=C(NCC1CCCO1)C1CCCN(S(=O)(=O)c2cc(Cl)ccc2Cl)C1 (configuration not stated)	i	-11
CC1CN(CCCCOc2ccc(Cl)c3ccccc23)CC(C)O1 (configuration not stated)	i	-46
COc1ccccc1CC(=O)OCC(=O)N1CCN(c2ccc(F)cc2)CC1	.	-11
CCCc1cc(=O)oc2cc(OCc3ccc(OC)cc3)c(Cl)cc12	i	-18
COCCNC(=O)Cn1nc(C(F)(F)F)c(Cl)c1C	i	-22
COC(=O)c1ccc(CSc2nc(C)nc3sc(C)c(C)c23)o1	i	-13
COc1cc(-c2n[nH]c(=S)n2-c2cc(C(F)(F)F)ccc2Cl)cc(OC)c1OC	i	-21
O=C(COC(=O)C1C2CC3OC(=O)C1C3C2)Nc1cccc(Cl)c1 (configuration not stated)	i	2
C(=N\N1CCN(Cc2ccccc2)CC1)/c1cccs1	i	-10
CNc1c(NS(=O)(=O)c2ccc(Cl)s2)c(=O)oc2ccccc12	i	-22
O=C(N/N=C/c1ccc(O)cc1O)/C(=C/c1ccccc1)CCO	i	-3
CCCCN1C(=N)N([C@@H](C)CN2CCC[C@H]2CN2C(N)=NC[C@H]2CC(C)C)C[C@H]1Cc1ccccc1	.	-22
CCN1CCN(C(CNS(=O)(=O)c2ccc(OC)cc2)c2cccnc2)CC1 (configuration not stated)	i	-4
CCOc1ccccc1OCC(=O)Nc1ccc(OC)c(S(=O)(=O)N2CCCCC2)c1	i	-28
O=C(CCCCCN1C(=O)c2ccccc2C1=O)Nc1ccccc1F	i	-32
CC(=O)N1c2ccc(S(=O)(=O)N3CCC(C(=O)Nc4cc(C)cc(C)c4)CC3)cc2CC1C (configuration not stated)	i	-41
Cc1ccc(NC(=S)N2CCC(c3nc4ccccc4s3)CC2)cc1C	i	-14
COc1ccc(-c2csc(Nc3ccc(C)cn3)n2)cc1OC	i	-41
O=C(Nc1ccccc1[N+](=O)[O-])c1ccc(S(=O)(=O)N2CCCC2)cc1	i	-12
Cc1cc(OCCCCOc2ccc(S(N)(=O)=O)c(C)c2)ccc1S(N)(=O)=O	i	1
CCOc1ccc(/C=N/NC(=O)c2[nH]ncc2Br)c(O)c1	i	0
Clc1ccc(-c2cn(-c3ccc(Cl)cc3)c3[n+]2CCCCC3)cc1	i	-21
CC(C)S(=O)(=O)CC(=O)c1ccc(Cl)cc1	i	-17
O=C(O)CSc1nnc(CNc2cccc(C(F)(F)F)c2)n1Cc1ccco1	i	-19
Cc1cc2nc(C3CCCN(C(=O)NCc4ccccc4)C3)[nH]c2cc1C (configuration not stated)	i	-18
CSCCC(NS(=O)(=O)c1ccccc1F)C(=O)Nc1cccc(C)n1 (configuration not stated)	i	-11
COc1ccc(N(C)S(=O)(=O)c2cccc(C(=O)OCC(=O)Nc3sc4c(c3C#N)CCCCC4)c2)cc1	i	-18
Cc1nc(-c2nnc(SCC(=O)Nc3cc(C(F)(F)F)cc(C(F)(F)F)c3)n2C)cs1	i	-15
COc1ccc(-c2c[nH]c(=O)[nH]c2=O)cc1OC	i	-15
CN(C[C@H](Cc1ccccc1)N(C[C@H](Cc1cccc2ccccc12)N(CCc1ccccc1)N=O)N=O)N=O	i	-37
CCOCc1cc(C)[nH]c(=O)c1C#N	i	-16
O=C(NC1CCS(=O)(=O)C1)Oc1ccccc1 (configuration not stated)	i	8
COC(=O)c1ccc(C(c2c(C)n(C)n(-c3ccccc3)c2=O)c2c(C)n(C)n(-c3ccccc3)c2=O)cc1	i	-6
CCN(Cc1ccccc1)C(=O)Cn1cc(S(=O)(=O)NC)c(S(=O)(=O)NC)c1	i	-15
COc1ccc(OCCCON2C(=O)c3ccccc3C2=O)cc1	i	-3
Cc1cc(C)cc(NC(=O)CCC(=O)Nc2nnc(C(C)C)s2)c1	i	-10
Cc1c(NC(=O)CSc2ncnc3c2cnn3-c2ccccc2)c(=O)n(-c2ccccc2)n1C	i	-12
OCC1(CCCc2ccccc2)CCN(C2CCC2)CC1	i	1
CC(C)CC(C(=O)O)N1C(=O)C2C3C=CC(C2C1=O)C1C(=O)N(C(CC(C)C)C(=O)O)C(=O)C31 (configuration not stated)	i	-1
C#CCOCCOCCOCCNc1nc(N2CCOCC2)nc(N2CCN(C(=O)CCCCCCCCCCNC(=O)[C@H]([C@@H](C)CC)n3cc(CCCCN=C(N)N)nn3)CC2)n1	i	-6
Cn1c(N2CCOCC2)c(/C=N/OC(=O)c2ccc(F)cc2)c2ccccc21	i	-10
CC(C)CN1CCN(Cc2ccc(CN3CCCCC3)s2)CC1CCO (configuration not stated)	i	-1
COC(=O)COc1ccc(NC(=O)Cn2nc(-c3ccccc3)c3ccccc3c2=O)cc1	i	-22
CC1CCN(S(=O)(=O)c2ccc3c(c2)N(CC(=O)NCCCN(Cc2ccccc2)C(C)C)C(=O)CO3)CC1	i	-13
CC(=O)N1CCCc2cc(S(=O)(=O)N3CCCC(C(=O)N4CCN(c5ccccc5)CC4)C3)ccc21 (configuration not stated)	i	7
Cc1ccc(COC(=O)CN2C(=O)NC3(CCCC3)C2=O)cc1	.	-22
CCOc1ccccc1C(=O)OCC(=O)Nc1cc(S(=O)(=O)N2CCOCC2)ccc1C	.	-27
COc1cccc(OC)c1C(=O)NCCSC1CCCCC1	i	-28
N#Cc1ccc(OCC(=O)NC2CCCCCC2)cc1	.	-10
COc1ccccc1C(=O)O/N=C(\N)c1ccccn1	i	3
CCCNC(=O)Nc1cc(C)on1	i	-2
COc1cc2c(cc1OC)CN(C(=O)/C=C/c1ccc([N+](=O)[O-])cc1)CC2	i	-11
COC(=O)C1=C(C)N(C)C(=O)NC1c1cc2c(cc1[N+](=O)[O-])OCO2 (configuration not stated)	i	-5
CCN1/C(=C/C(C)=C/c2sc3ccccc3[n+]2CC)Sc2ccccc21	i	95*
COC(=O)c1cc(C(=O)Nc2nnc(CC(C)(C)C)s2)cc([N+](=O)[O-])c1	i	-10
Other records
SMILES	CHT PAM	OX1R antag
COc1cc(OC)cc(C(=O)N2CCN(Cc3ccccc3[N+](=O)[O-])CC2)c1	i	-15
Cc1ccc(N2CCN(/N=C/c3sccc3C)CC2)cc1	i	-28
C/C(=C\C(=O)c1ccccc1)Nc1ccc(O)cc1	i	-8
C#CCOn1c(-n2nc(C)cc2C)nc2ccccc2c1=O	i	-14
Cc1ccc(NS(=O)(=O)c2cccc3nsnc23)cc1	i	-15
COc1ccccc1NC(=O)c1ccc2snnc2c1	i	-11
COc1cc(CNC2CCCC2)cc(OC)c1OC	i	-123
CC1=Nc2ccc(C)cc2/C1=C/c1c(N)n2oc(C)cc2nc1=O	i	1&2
CC(C)c1ccccc1-n1c(SCC(=O)N2CCc3ccccc3C2)nc2ccccc2c1=O	i	24
Cc1ccc(NC(=O)N(C2CCCCC2)C(C)c2cccnc2)cc1C (configuration not stated)	i	-5
Cc1ccc2cccc(Oc3ccc([N+](=O)[O-])cc3[N+](=O)[O-])c2n1	i	-14
O=C(CSc1nnc2c(Cl)cc(C(F)(F)F)cn12)Nc1ccc2c(c1)OCO2	i	-21
COCCn1cc(C(=O)N2CCN(C)CC2)c2c3ccccc3n(C)c2c1=O	i	-19
Cn1c(O)c(N=NC(=O)c2cccc(S(=O)(=O)N3CCCCC3)c2)c2ccccc21	i	-20
O=C(CSc1nnc(Cc2ccccc2)n1-c1ccc(Cl)cc1)N1CCOCC1	i	-17
Cc1ccc(C(=O)N2CCc3cc4c(cc3C2C)OCCCO4)cc1 (configuration not stated)	i	-28
Cc1cc(C)n(-c2ccc(C(=O)NC(C)C)cc2)n1	i	-9
COc1ccc(-c2nc(NC(=O)C3CCN(c4nc5ccccc5o4)CC3)sc2C)cc1	i	-23
CN(C)CC(C)(C)CNS(=O)(=O)CC12CCC(CC1=O)C2(C)C (configuration not stated)	i	1
Cc1nn(CCC(=O)O)c2nc(-c3cccnc3)cc(C(F)(F)F)c12	i	-10
COc1ccc(Cc2nnc(NC(=O)c3ccccc3F)s2)cc1OC	i	-34
CN1CCCC(OC(=O)c2cc(Cl)ccc2Cl)C1 (configuration not stated)	i	-17
CC(=O)NCCC(=O)Nc1ccc(C(N)=O)cc1	i	5
CCn1c(-c2ccccc2)csc1=Nc1ccc(S(=O)(=O)O)cc1	i	11
O=C(NCCC(=O)N1CCCCC1)c1ccc(Br)cc1	i	-14
COc1ccc(N2C(=O)/C(=C/c3ccc([N+](=O)[O-])cc3)N=C2C)cc1	i	13
Cc1ccc(NC(=O)C(=O)NC2CCCCC2)cc1	i	6
O=C(Nc1ccon1)Nc1ccccc1C(F)(F)F	i	-8
CCOC(=O)c1c(C)n(CC)c2c1cc(O)c1ccccc12	i	-11
CCOC(=O)c1c(S(=O)(=O)NCC(=O)Nc2cccc(F)c2)c(C)n(C)c1C	i	-2
Cc1cccc(NS(=O)(=O)c2ccc3c(c2)OCCO3)c1	i	6
CCC(C)CCN1C(N(C)C)=NC[C@@H]1C (some centres not stated)	i	-4
Cc1cccc(NC(=O)CSc2nnc(-c3ccc(S(=O)(=O)N4CCCC4)cc3)o2)c1	i	6
COc1cccc(N2CCN(c3ccc4nnc(CCC(=O)Nc5ccc(F)cc5F)n4n3)CC2)c1	i	-17
COc1ccc(OCc2nc(N)nc(Nc3cccc(C)c3C)n2)cc1	i	5
CC1(C)Cc2nc(N3CCOCC3)c(C#N)cc2CO1	i	-19
CCOCCCNC(=O)C1(O)c2cc(Br)ccc2NC(=O)N1c1ccc(C)c(C)c1 (configuration not stated)	i	-36
Cc1ccc(NC(=O)CN(C)C(=O)/C=C/c2cccc(F)c2)cc1	i	1
Cc1cc(NC(=O)CSc2nnc(C)n2-c2ccccc2C)no1	i	-18
CCCCn1c(N)c(N(CC(C)C)C(=O)c2ccc(S(=O)(=O)N3CCC(C)CC3)cc2)c(=O)[nH]c1=O	i	-13

16 consecutive records already listed:
SMILES	CHT PAM	OX1R antag
COc1c(OC(C)=O)ccc(/C=C/c2ccc3ccccc3n2)c1[N+](=O)[O-]	i	2
COc1ccc(C(C)=O)cc1CSCc1cc(C(C)=O)ccc1OC	i	-11
O=C(NCCCn1ccnc1)c1csc2ccccc12	i	-15
CC1CN(C(=O)CN2C(=O)NC(C)(c3ccccc3)C2=O)CC(C)O1 (configuration not stated)	i	-23
C=CCOC(=O)C(C#N)c1nc2ccccc2nc1N1CCN(Cc2ccccc2)CC1 (configuration not stated)	i	-23
O=C(NCC1CCCO1)C1CCCN(S(=O)(=O)c2cc(Cl)ccc2Cl)C1 (configuration not stated)	i	-11
CC1CN(CCCCOc2ccc(Cl)c3ccccc23)CC(C)O1 (configuration not stated)	i	-46
COc1ccccc1CC(=O)OCC(=O)N1CCN(c2ccc(F)cc2)CC1	.	-11
CCCc1cc(=O)oc2cc(OCc3ccc(OC)cc3)c(Cl)cc12	i	-18
COCCNC(=O)Cn1nc(C(F)(F)F)c(Cl)c1C	i	-22
COC(=O)c1ccc(CSc2nc(C)nc3sc(C)c(C)c23)o1	i	-13
COc1cc(-c2n[nH]c(=S)n2-c2cc(C(F)(F)F)ccc2Cl)cc(OC)c1OC	i	-21
O=C(COC(=O)C1C2CC3OC(=O)C1C3C2)Nc1cccc(Cl)c1 (configuration not stated)	i	2
C(=N\N1CCN(Cc2ccccc2)CC1)/c1cccs1	i	-10
CNc1c(NS(=O)(=O)c2ccc(Cl)s2)c(=O)oc2ccccc12	i	-22
O=C(N/N=C/c1ccc(O)cc1O)/C(=C/c1ccccc1)CCO	i	-3

More structures follow.
SMILES	CHT PAM	OX1R antag
O=C1c2ccc(Cl)cc2S(=O)(=O)c2cccc(C(=O)N3CCC(Cc4ccccc4)CC3)c21	.	-38
CCCCCn1c(=O)c(-c2nc3ccccc3[nH]2)c(O)c2ccccc21	i	-9
O=C(CNc1ccc(Br)cc1)NNC1=NCCC1	i	-10
CCc1ccc(N(CC(=O)NC(C)C)C(=O)CCC(=O)Nc2nccs2)cc1	i	-12
C=CCn1c(SCC(=O)N(C)C2CCS(=O)(=O)C2)nnc1-c1ccncc1 (configuration not stated)	i	-14
Cc1c(C)c2c(OCC(=O)NCc3ccncc3)cc3c(c2oc1=O)CCC(C)(C)O3	i	-13
COc1ccnc(Oc2ccccc2)c1C(=O)N/C=N/OCc1ccc(F)cc1Cl	i	-11
CC(C)Cc1nnc(NC(=O)CCC(=O)N2CCN(Cc3ccccc3)CC2)s1	i	-23
Cn1c(C(=O)N2CCc3ccccc3C2)cc2c(=O)n3ccccc3nc21	i	-25
CCOC(=O)CC(=O)CSc1nc2ccccc2c(=O)n1-c1ccc(C(=O)N2CCOCC2)cc1	i	-43
COCCn1c(-c2ccc(Br)cc2)csc1=Nc1cccnc1	i	-15
S=c1[nH]ncn1/N=C/c1ccc(N2CCOCC2)cc1	i	-13
O=C(NCc1ccccc1C(F)(F)F)C1CC(O)CN1C(=O)Nc1ccccc1 (configuration not stated)	i	-10
O=C(NCCN1CCN(c2ccccc2)CC1)c1cccn2c(=O)c3ccccc3nc12	i	-23
Nc1ccc2nc3n(c(=O)c2c1)CCC3	i	-10
S=c1[nH]nc(-c2ccc3ccccc3n2)n1-c1ccccc1	i	-9
CCc1ccc(N(C(=O)CNC(=O)c2cccs2)C(C(=O)NC(C)(C)C)c2cc(OC)c(OC)c(OC)c2)cc1 (configuration not stated)	i	-22
Cc1cc(C(=O)C(C)OC(=O)c2cnccn2)c(C)n1-c1ccccc1 (configuration not stated)	i	-11

Screening results (PubChem)
